Scp1 inh: blocks human Scp-1 phosphatase activity; Recombinant Scp1, phosphopeptide, malachite green phosphate absorbance; 0.88% of 340,000 active; Q9GZU7; inhibition, % at 20 µM;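 active = inhibition above about 50% at 20 µM, limit read from the data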;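 note: plate controls were DMSO wells with enzyme for no effect and wells lacking enzyme for full effect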
Target sequence (Q9GZU7 76-261 limits assumed): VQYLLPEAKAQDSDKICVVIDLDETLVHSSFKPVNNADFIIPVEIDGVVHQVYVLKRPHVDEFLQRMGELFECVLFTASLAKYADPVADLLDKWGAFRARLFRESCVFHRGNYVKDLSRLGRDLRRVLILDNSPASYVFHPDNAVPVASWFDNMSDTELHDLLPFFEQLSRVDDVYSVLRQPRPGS
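Test system: SCP-1 phosphatase catalytic domain, residues 76-261; measured by: colorimetric phosphate reagent with accelerator and stabiliser, absorbance at 630 nm; timing: enzyme reaction 45 min at room temperature, colour 5 min, stabilisation 30 min; also added: Phosphorylated 17-residue peptide substrate; compound dosing: one concentration, 20 µM, with 1.0% DMSO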
LMPTP block: LMPTP (human) inhibition; P24666; recombinant LMPTP-A, OMFP fluorogenic substrate, fluorescence intensity; inhibition, % at 20 µM; 0.22% of 360,000 active; AID 651560;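 active = compounds that cut the enzyme signal by at least half of the control window in the single-dose screen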;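 note: plate controls were DMSO wells with enzyme plus substrate for no effect and substrate without enzyme for full effect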
Target sequence (P24666 whole entry, looked up): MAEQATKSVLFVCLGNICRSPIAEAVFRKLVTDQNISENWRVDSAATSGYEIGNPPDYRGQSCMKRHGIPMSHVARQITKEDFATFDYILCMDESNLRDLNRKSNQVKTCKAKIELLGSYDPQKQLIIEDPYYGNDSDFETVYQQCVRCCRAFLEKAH
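Buffer or medium: Bis-Tris pH 6.0, DTT, detergent; Assay system: LMPTP-A enzyme; Quantity: 0.625 nM enzyme; Detection: endpoint fluorescence intensity; Times: 50 min dark incubation at room temperature; Controls: substrate-only low control, DMSO enzyme-plus-substrate high control; Doses: single 20 µM dose; Read-out: percent inhibition versus substrate-only and uninhibited controls; Reagent: 400 µM OMFP.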
NadD block: NadD (S. aureus) enzyme inhibition; 0.78% of 360,000 active; inhibition, % at 20 µM; purified NadD enzyme, colorimetric absorbance read-out; in the data active = inhibition above about 26%; note: some compounds past the cut are filed as inactive
Rin1-Abl PPI inh: blocks binding of human Rin1 to Abl | P00519+Q13671 | TR-FRET Rin1/Abl binding, biochemical | inhibition, % at 7.35 µM | 0.4% of 360,000 active | AID 588664; in the data active = inhibition above about 5%, passing the limit was not always enough
STEP inh: blocks human striatal-enriched tyrosine phosphatase; recombinant STEP, OMFP fluorogenic substrate, fluorescence; inhibition, % at 20 µM; 0.25% of 360,000 active; AID 588621;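 active = inhibition at 20 µM, scaled per plate between control wells, above about 37%, limit read from the data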;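 note: 0% = DMSO with enzyme and substrate and 100% = substrate only without enzyme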
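Test system: STEP tyrosine phosphatase / Reagent: OMFP at 25 µM / Doses: 20 µM, 1% DMSO / Read-out: percent inhibition scaled to no-enzyme and uninhibited-enzyme controls, plate-pattern corrected / Detection: FITC-channel fluorescence of OMFP product / Medium: Bis-Tris buffer pH 6.0, 2.5 mM DTT, 0.005% Tween 20 / Schedule: 20 min at room temperature, dark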
CSN deneddyl inh: inhibitors of human CSN-mediated cullin deneddylation; 0.38% of 360,000 active; Q92905; AID 651999; inhibition, % at 12.5 µM; Purified CSN, SCF-Nedd8-OG deneddylation, fluorescence polarization;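 active = pattern-corrected inhibition above about 35%, with an unprinted fluorescence ratio check between 0.5 and 1.5, limit read from the data, passing the limit was not always enough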;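 note: 0% = enzyme with substrate and 100% = substrate without enzyme; some results filed as inactive read as strong as hits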
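Assay system: purified human Csn5 enzyme expressed in HEK293T cells; measure: % inhibition; also added: SCFSkp2-Nedd8OG substrate at 10 nM final; technique: fluorescence polarization; times: reaction 90 min, room temperature; medium: Tris buffer pH 7.5, NaCl, DTT, Tween-20, trehalose, ovalbumin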
Neddylation inh: blocks human cullin neddylation. P61081+Q13564. TR-FRET cullin neddylation, biochemical. calls only at 25 µM. 0.58% of 360,000 active; in the data active = inhibition above about 36%
Rpn11 block: inhibitors of human proteasome Rpn11. AID 588493. calls only at 20 µM. 0.59% of 360,000 active. human 26S proteasome, Ub4-pepOG fluorescence polarization; 20S core pre-blocked with epoxomicin. O00487;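 active = inhibition at 20 µM, scaled to each plate's controls, above about 33%, limit read from the data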
Target sequence (O00487 whole entry, looked up): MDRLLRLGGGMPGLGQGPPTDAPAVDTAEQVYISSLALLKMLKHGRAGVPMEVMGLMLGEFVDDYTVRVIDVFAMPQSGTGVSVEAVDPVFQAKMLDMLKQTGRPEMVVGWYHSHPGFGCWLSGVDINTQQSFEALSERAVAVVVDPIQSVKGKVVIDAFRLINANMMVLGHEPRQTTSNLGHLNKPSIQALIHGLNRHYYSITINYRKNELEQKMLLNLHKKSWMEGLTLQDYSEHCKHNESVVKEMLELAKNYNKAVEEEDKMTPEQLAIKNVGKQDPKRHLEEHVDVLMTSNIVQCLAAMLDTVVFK
DNMT1 inh: blocks human DNA methyltransferase DNMT1; DNMT1 molecular beacon, Hinp1I cleavage, fluorescence; inhibition (reported as % activation of signal), % at 10 µM; 0.83% of 360,000 active; AID 588458; in the data active = inhibition above about 50%
SUMO1-SIM PPI: alters human SUMO1 binding to SIM partners; P63165; SUMO1 binding to a labelled peptide, TR-FRET, 1 h; inhibition, % at 20 µM; 0.33% of 360,000 active; in the data active = inhibition above about 37%
Target sequence (P63165 whole entry, looked up): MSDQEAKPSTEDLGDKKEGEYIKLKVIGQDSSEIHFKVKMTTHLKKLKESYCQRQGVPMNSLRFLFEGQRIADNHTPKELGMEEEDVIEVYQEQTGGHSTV
The depositor's hits bear a star.

What do the screens show for `Cc1nnc(SCC(=O)Nc2nnc(-c3ccccc3)o2)s1`?
Scp1 inh: 4; LMPTP block: -1.8; NadD block: 4; Rin1-Abl PPI inh: 4; STEP inh: 0; CSN deneddyl inh: -2; Neddylation inh: inactive; Rpn11 block: inactive; DNMT1 inh: 2; SUMO1-SIM PPI: 1

What do the screens show for `O=C(CCc1ccccc1)Nc1cccc(S(=O)(=O)N2CCOCC2)c1`?
Scp1 inh: -6; LMPTP block: -0.8; NadD block: -4; Rin1-Abl PPI inh: 2; STEP inh: 3; CSN deneddyl inh: -1; Neddylation inh: inactive; Rpn11 block: inactive; DNMT1 inh: 3; SUMO1-SIM PPI: 2

What do the screens show for `CCOC(=O)Cc1csc(SCC(=O)c2c(N)n(CC(C)C)c(=O)n(C)c2=O)n1`?
Scp1 inh: 2; LMPTP block: -0.4; NadD block: 0; Rin1-Abl PPI inh: -1; STEP inh: -4; CSN deneddyl inh: 0; Neddylation inh: inactive; Rpn11 block: inactive; DNMT1 inh: -1; SUMO1-SIM PPI: -1

Results for CC(=O)Oc1ccc(C(=O)Nc2ccccc2C(=O)N2CCCC2)cc1 ?
Scp1 inh: 0; LMPTP block: -1.1; NadD block: -7; Rin1-Abl PPI inh: 2; STEP inh: -3; CSN deneddyl inh: 0; Neddylation inh: inactive; Rpn11 block: inactive; DNMT1 inh: -1; SUMO1-SIM PPI: 2

Results for O=C(NC1CC(=O)N(c2ccc(F)cc2)C1)N1CCN(C(=O)c2ccco2)CC1 (centres undefined) ?
Scp1 inh: -4; LMPTP block: -0.2; NadD block: -5; Rin1-Abl PPI inh: 3; STEP inh: 0; CSN deneddyl inh: -3; Neddylation inh: inactive; Rpn11 block: inactive; DNMT1 inh: 2; SUMO1-SIM PPI: 2

How did CCCc1cc(C(=O)N2CCN(c3ccccc3C)CC2)cs1 do in these assays?
Scp1 inh: -2; LMPTP block: 1.1; NadD block: -1; Rin1-Abl PPI inh: -2; STEP inh: -3; CSN deneddyl inh: 1; Neddylation inh: inactive; Rpn11 block: inactive; DNMT1 inh: 0; SUMO1-SIM PPI: 0

What do the screens show for `O=C1NC[C@@H](Cc2cccc3ccccc23)N(CC2CCCCC2)C1=O`?
Scp1 inh: 4; LMPTP block: 0.3; NadD block: -2; Rin1-Abl PPI inh: 0; STEP inh: -1; CSN deneddyl inh: -2; Neddylation inh: inactive; Rpn11 block: inactive; DNMT1 inh: 2; SUMO1-SIM PPI: 5

How did Clc1ncnc2scc(C3COc4ccccc4O3)c12 (centres undefined) do in these assays?
Scp1 inh: 19; LMPTP block: 2.7; NadD block: -4; Rin1-Abl PPI inh: 1; STEP inh: 3; CSN deneddyl inh: 1; Neddylation inh: inactive; Rpn11 block: inactive; DNMT1 inh: 4; SUMO1-SIM PPI: 2

Results for Cc1cc(C)c(-c2cc(C(F)(F)F)no2)c(=O)[nH]1 ?
Scp1 inh: -6; LMPTP block: -0.6; NadD block: -4; Rin1-Abl PPI inh: 1; STEP inh: -6; CSN deneddyl inh: 2; Neddylation inh: inactive; Rpn11 block: inactive; DNMT1 inh: 8; SUMO1-SIM PPI: -2

How did O=C(CN1C(=O)c2ccccc2S1(=O)=O)N1CCc2ccccc2C1 do in these assays?
Scp1 inh: -5; LMPTP block: -1.2; NadD block: 1; Rin1-Abl PPI inh: 1; STEP inh: 5; CSN deneddyl inh: 4; Neddylation inh: inactive; Rpn11 block: inactive; DNMT1 inh: -2; SUMO1-SIM PPI: 2

How did CC(=O)Nc1ccc(NC(=O)CSc2nnnn2C2CCCCC2)cc1 do in these assays?
Scp1 inh: -6; LMPTP block: -0.5; NadD block: 3; Rin1-Abl PPI inh: -4; STEP inh: -1; CSN deneddyl inh: 3; Neddylation inh: inactive; Rpn11 block: inactive; DNMT1 inh: 4; SUMO1-SIM PPI: 3

How did O=C(NC(=S)Nc1cccc(NC(=O)c2ccc(Cl)cc2Cl)c1)c1cccs1 do in these assays?
Scp1 inh: -5; LMPTP block: 1.4; NadD block: 5; Rin1-Abl PPI inh: 1; STEP inh: 1; CSN deneddyl inh: 6; Neddylation inh: inactive; Rpn11 block: inactive; DNMT1 inh: -12; SUMO1-SIM PPI: -1

Results for O=C(NCC1CCCN(C(=O)c2cscn2)C1)c1ccccc1Cl (centres undefined) ?
Scp1 inh: -1; LMPTP block: 0.9; NadD block: -3; Rin1-Abl PPI inh: 3; STEP inh: -7; CSN deneddyl inh: 0; Neddylation inh: inactive; Rpn11 block: inactive; DNMT1 inh: 7; SUMO1-SIM PPI: 1

How did O=C(CN1C(=O)C(=O)N(C2CCCC2)C1=O)Nc1ccc(OC(F)F)cc1 do in these assays?
Scp1 inh: -4; LMPTP block: 0.8; NadD block: -4; Rin1-Abl PPI inh: 0; STEP inh: -1; CSN deneddyl inh: 1; Neddylation inh: inactive; Rpn11 block: inactive; DNMT1 inh: -4; SUMO1-SIM PPI: 3

Results for Cc1cccc(NC(=O)COC(=O)CC2CCCC2)c1C ?
Scp1 inh: -1; LMPTP block: -1.3; NadD block: 3; Rin1-Abl PPI inh: 3; STEP inh: -2; CSN deneddyl inh: -3; Neddylation inh: inactive; Rpn11 block: inactive; DNMT1 inh: 0; SUMO1-SIM PPI: -2

How did CCOC(=O)Cn1c(S(=O)(=O)Cc2ccccc2Cl)nc(-c2ccccc2)c1-c1ccccc1 do in these assays?
Scp1 inh: -9; LMPTP block: 2.8; NadD block: -8; Rin1-Abl PPI inh: 0; STEP inh: 4; CSN deneddyl inh: -7; Neddylation inh: inactive; Rpn11 block: inactive; DNMT1 inh: -5; SUMO1-SIM PPI: 0

What do the screens show for `O=C(Nc1ccc(Cl)cc1)Nc1cnccn1`?
Scp1 inh: -4; LMPTP block: 0.5; NadD block: 1; Rin1-Abl PPI inh: -3; STEP inh: -4; CSN deneddyl inh: 2; Neddylation inh: inactive; Rpn11 block: inactive; DNMT1 inh: -1; SUMO1-SIM PPI: 5

What do the screens show for `CCNS(=O)(=O)c1ccc(CCC(=O)Nc2cc(Cl)ccc2Oc2ccccc2)cc1`?
Scp1 inh: -7; LMPTP block: 3.6; NadD block: -6; Rin1-Abl PPI inh: 2; STEP inh: 3; CSN deneddyl inh: 3; Neddylation inh: inactive; Rpn11 block: inactive; DNMT1 inh: -4; SUMO1-SIM PPI: 1

How did O=C(CSc1nnc(NC(=O)c2ccco2)s1)NC1CCCCC1 do in these assays?
Scp1 inh: -1; LMPTP block: -0.4; NadD block: -4; Rin1-Abl PPI inh: -1; STEP inh: 1; CSN deneddyl inh: 2; Neddylation inh: inactive; Rpn11 block: inactive; DNMT1 inh: 1; SUMO1-SIM PPI: 4

How did CC(C)(C)C(=O)[C@@H]1[C@@H]2C(=O)N(C3CCCCC3)C(=O)[C@@H]2[C@H]2c3ccccc3C=CN12 do in these assays?
Scp1 inh: 0; LMPTP block: 0.6; NadD block: 10; Rin1-Abl PPI inh: 0; STEP inh: 1; CSN deneddyl inh: -6; Neddylation inh: inactive; Rpn11 block: inactive; DNMT1 inh: -11; SUMO1-SIM PPI: -5

3 entries out of the list, sorted by SMILES length, rising:
What do the screens show for `O=C(Nc1ccc(Cl)cc1)Nc1cnccn1`?
Scp1 inh: -4; LMPTP block: 0.5; NadD block: 1; Rin1-Abl PPI inh: -3; STEP inh: -4; CSN deneddyl inh: 2; Neddylation inh: inactive; Rpn11 block: inactive; DNMT1 inh: -1; SUMO1-SIM PPI: 5

Results for O=C(NCC1CCCN(C(=O)c2cscn2)C1)c1ccccc1Cl (centres undefined) ?
Scp1 inh: -1; LMPTP block: 0.9; NadD block: -3; Rin1-Abl PPI inh: 3; STEP inh: -7; CSN deneddyl inh: 0; Neddylation inh: inactive; Rpn11 block: inactive; DNMT1 inh: 7; SUMO1-SIM PPI: 1

How did CC(=O)Nc1ccc(NC(=O)CSc2nnnn2C2CCCCC2)cc1 do in these assays?
Scp1 inh: -6; LMPTP block: -0.5; NadD block: 3; Rin1-Abl PPI inh: -4; STEP inh: -1; CSN deneddyl inh: 3; Neddylation inh: inactive; Rpn11 block: inactive; DNMT1 inh: 4; SUMO1-SIM PPI: 3

(listing goes on)
How did CCCCNc1c(-c2ccc(OC)c(Sc3ccc(OC)cc3)c2)nc2ccc(Cl)cn12 do in these assays?
Scp1 inh: 21; LMPTP block: 8.4; NadD block: 12; Rin1-Abl PPI inh: 3; STEP inh: -2; CSN deneddyl inh: 0; Rpn11 block: inactive; DNMT1 inh: -16; SUMO1-SIM PPI: 0

How did COc1ccc(CNC(=O)CN(C(=O)c2cc3sccc3n2C)C2CCCC2)cc1 do in these assays?
Scp1 inh: -5; LMPTP block: -0.5; NadD block: 6; Rin1-Abl PPI inh: 1; STEP inh: -5; CSN deneddyl inh: 3; Neddylation inh: inactive; Rpn11 block: inactive; DNMT1 inh: -1; SUMO1-SIM PPI: -4

How did CN(C)S(=O)(=O)c1cccc(C(=O)c2nccn2C)c1 do in these assays?
Scp1 inh: -14; LMPTP block: -0.6; NadD block: -2; Rin1-Abl PPI inh: 0; STEP inh: 2; CSN deneddyl inh: 1; Neddylation inh: inactive; Rpn11 block: inactive; DNMT1 inh: 2; SUMO1-SIM PPI: -2

Results for COc1ccc(OC)c(NC(=O)CSc2nnc(CNC(=O)c3ccco3)o2)c1 ?
Scp1 inh: -5; LMPTP block: 0.5; NadD block: 1; Rin1-Abl PPI inh: -4; STEP inh: 0; CSN deneddyl inh: -3; Neddylation inh: inactive; Rpn11 block: inactive; DNMT1 inh: 1; SUMO1-SIM PPI: -3

Results for CCCS(=O)(=O)C(=C(Nc1ccccc1)Nc1ccccc1)S(=O)(=O)CCC ?
Scp1 inh: 3; LMPTP block: -1.2; NadD block: 0; Rin1-Abl PPI inh: 0; STEP inh: -1; CSN deneddyl inh: -5; Neddylation inh: inactive; Rpn11 block: inactive; DNMT1 inh: 8; SUMO1-SIM PPI: -1

What do the screens show for `COc1cc2c(cc1OC)CN(CC(=O)Nc1ccc(C)c(C)c1)CC2`?
Scp1 inh: -13; LMPTP block: -1.0; NadD block: -5; Rin1-Abl PPI inh: 1; STEP inh: 0; CSN deneddyl inh: 1; Neddylation inh: inactive; Rpn11 block: inactive; DNMT1 inh: 2; SUMO1-SIM PPI: 2

What do the screens show for `CCOc1ccc(C(=O)NC(=S)Nc2ccccc2N2CCOCC2)cc1Br`?
Scp1 inh: -9; LMPTP block: 2.1; NadD block: 2; Rin1-Abl PPI inh: -1; STEP inh: 0; CSN deneddyl inh: 7; Neddylation inh: inactive; Rpn11 block: inactive; DNMT1 inh: -11; SUMO1-SIM PPI: 3

High-throughput results (PubChem BioAssay)
